# Compound activity as filed in PubChem BioAssay.
# BLM inh: inhibitors of human Bloom syndrome helicase BLM | P54132 | recombinant BLM DNA unwinding, fluorescence dequenching | Potency, µM (highest dose often 56.1 µM), for the others: top-dose activity change, negative = inhibition, hits mostly inhibitors | 350,000 tested, 0.2% active | AID 2528;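 further: plate controls were vehicle for no effect and no enzyme for full effect; nearly all actives have a fitted effect of over 35% in size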
# POLI inh: inhibitors of human DNA polymerase iota | Q9UNA4 | Pol iota fluorescent replication assay, 10 min | Potency, µM (top dose mostly 115 µM), without a hit: at the top dose activity, negative = inhibition, usual class: inhibitors | 390,000 tested, 1% active
#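 Fluorescent replication assay read twice, at 0 min and 10 min after adding 50 nM (final) substrate. Enzyme (10 nM) and compounds were first incubated 15 min at room temperature; enzyme-free buffer wells were negative controls.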
# GLS inh: blocks human kidney-isoform glutaminase activity; Potency, µM (titrated, usually from 45.5 µM), for inactives: top-dose activity change, negative = inhibition, most hits filed as inhibitors; 410,000 tested, 0.21% active; O94925; GLS enzymatic activity, qHTS titration; further: on the % scale 0 is the no-effect control and ±100 the full control effect
#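 Human kidney-isoform GLS in 45 mM KH2PO4 pH 8.2, 0.02% Tween-20, with compound, started with 1mM L-Glutamine (added stock). Glutamate oxidase/HRP/Amplex red coupled fluorescence read at start and after 30 min at RT.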
# Pin1 inhibitor: blocks the human prolyl isomerase Pin1; Q13526; Pin1 FP peptide displacement, HiFluor488, 10 min; Potency, µM (series often up to 115 µM), for inactives: top-dose activity, negative = inhibition, usual class: inhibitors; 390,000 tested, 0.009% active; AID 504891; active means well fitted inhibition curve with a large enough effect in the polarisation, with a control signal flat, not every such curve was filed as active; inconclusive means small, poorly fitted or top-dose-only effect, or effect the other way, or a change in a side signal; inactive means no such curve, though single readings can be large or run the other way; the % refers to the polarisation; further: on the % scale 0 is the no-effect control and ±100 the full control effect
# Target sequence (Q13526 whole entry, looked up): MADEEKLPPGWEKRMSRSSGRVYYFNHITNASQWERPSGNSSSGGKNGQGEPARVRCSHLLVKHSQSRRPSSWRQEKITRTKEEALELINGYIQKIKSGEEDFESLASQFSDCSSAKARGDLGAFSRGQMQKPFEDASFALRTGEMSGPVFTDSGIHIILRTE
# JMJD2A Tudor inh: blocks the human JMJD2A Tudor domain | 390,000 tested, 4.4% active | Potency, µM (titrated, usually from 114 µM), for inactives: at the highest dose activity change, negative = inhibition, most hits filed as inhibitors | AlphaScreen JMJD2A-Tudor / H3K4me3 peptide binding | AID 504339 | O75164; further: on the % scale 0 is the no-effect control and ±100 the full control effect; nearly all actives have a fitted effect of over 50% in size
# HP1b chromo inh: inhibitors of HP1-beta chromodomain binding to methylated histone tails; Potency, µM (titrated, usually from 114 µM), without a hit: top-dose activity change, negative = inhibition, usual class: inhibitors; P83916; 390,000 tested, 0.56% active; AlphaScreen HP1-beta / biotin-H3K9me3 peptide binding; further: nearly all actives have a fitted effect of over 70% in size; inactives centre near 23
# Target sequence (P83916 whole entry, looked up): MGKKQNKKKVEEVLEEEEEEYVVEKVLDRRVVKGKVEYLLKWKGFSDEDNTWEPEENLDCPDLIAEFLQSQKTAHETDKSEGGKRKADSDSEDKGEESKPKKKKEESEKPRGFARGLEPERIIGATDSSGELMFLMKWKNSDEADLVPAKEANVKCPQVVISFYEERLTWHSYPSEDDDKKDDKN
#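 AlphaScreen: HP1-beta (50 nM) preformed 30 min with biotin-H3(1-18)K9me3 peptide (50 nM) in PBS pH 7.4, 0.01% Tween-20. Compound added for 30 min at RT, then streptavidin donor/nickel chelate acceptor beads (10 ug/mL) for 30 min.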
# Tb PGK inh: inhibitors of T. brucei phosphoglycerate kinase. PGK/GAPDH coupled, Kinase-Glo luminescence, 60 min. 380,000 tested, 0.043% active. Potency, µM (doses to about 57.5 µM), for inactives: at the top dose activity change, negative = inhibition, hits mostly inhibitors. P07378; further: on the % scale 0 is the no-effect control and ±100 the full control effect; nearly all actives have a fitted effect of over 60% in size
# Target sequence (P07378 whole entry, looked up): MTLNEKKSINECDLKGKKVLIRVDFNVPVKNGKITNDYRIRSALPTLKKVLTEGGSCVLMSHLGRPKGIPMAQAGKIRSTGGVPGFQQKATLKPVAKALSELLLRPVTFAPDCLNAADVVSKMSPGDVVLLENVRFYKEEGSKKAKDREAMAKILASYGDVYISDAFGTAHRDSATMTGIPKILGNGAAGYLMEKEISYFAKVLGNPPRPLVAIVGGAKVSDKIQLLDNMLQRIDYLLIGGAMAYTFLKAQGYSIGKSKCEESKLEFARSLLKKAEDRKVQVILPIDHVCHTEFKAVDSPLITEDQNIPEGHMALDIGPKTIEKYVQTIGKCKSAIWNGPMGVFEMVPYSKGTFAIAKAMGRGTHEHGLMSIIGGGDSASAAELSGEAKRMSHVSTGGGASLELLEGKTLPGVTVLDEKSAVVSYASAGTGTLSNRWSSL
#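 Luminescent ATP detection (Kinase-Glo Plus) follows a 60-minute room-temperature incubation, with wells lacking PGK as controls. Buffer: 100 mM TEA (pH 7.6), 5 mM MgCl2, 0.01% Tween-20. Coupling enzyme GAPDH (100 nM final) supplies unstable 1,3-BPG in-well.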
# BAZ2B inh: BAZ2B (human) inhibition; 360,000 tested, 4.4% active; Potency, µM (top dose mostly 114 µM), for inactives: at the top dose activity change, negative = inhibition, most hits filed as inhibitors; AlphaScreen BAZ2B-H3K14Ac peptide displacement; Q9UIF8; further: on the % scale 0 is the no-effect control and ±100 the full control effect; nearly all actives have a fitted effect of over 60% in size
#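 Inhibition is scored as reduced AlphaScreen emission. The BAZ2B/b-H3(5-23)K14Ac complex (50 nM each) in PBS pH 7.4, 0.01% Tween-20 meets compound (up to 110 uM) for 30 min at RT before bead addition.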
# G9a block: G9a (human) methyltransferase inhibition | 350,000 tested, 8.8% active | AID 504332 | Q96KQ7 | Potency, µM (titrated, usually from 102 µM), for inactives: at the top dose activity, negative = inhibition, most hits filed as inhibitors | G9a H3K9 monomethylation, AlphaScreen, 2 h; further: on the % scale 0 is the no-effect control and ±100 the full control effect; nearly all actives have a fitted effect of over 75% in size
# Target sequence (Q96KQ7 913-1193 limits assumed): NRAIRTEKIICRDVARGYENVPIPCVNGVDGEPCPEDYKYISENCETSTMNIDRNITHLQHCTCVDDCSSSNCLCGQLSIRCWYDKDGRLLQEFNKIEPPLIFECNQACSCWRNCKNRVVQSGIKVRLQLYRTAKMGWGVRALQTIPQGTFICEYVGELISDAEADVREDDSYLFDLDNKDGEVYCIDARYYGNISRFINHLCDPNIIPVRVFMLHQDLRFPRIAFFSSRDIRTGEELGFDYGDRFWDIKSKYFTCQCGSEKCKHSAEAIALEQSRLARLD
#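 G9a (20 nM) was preincubated 15 min with compound, then reacted 2 h at room temperature with 500 nM biotin-H3K9 peptide and 20 µM SAM. Monomethyl-H3K9 detected by AlphaScreen using anti-H3K9me1 antibody.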
# * = called active by the depositor; i = inactive; ? = inconclusive; . = not tested or not shown; [ ] = another dose, or the depositor's remark. Unless noted, the call rests on the fitted dose curve; in most records, active means well fitted curve in the direction sought with a large enough effect; inconclusive means small, poorly fitted or top-dose-only effect, or another doubt; inactive means no such curve, though single readings can be large; an effect the other way counts as inactive or inconclusive. Potency means the concentration at half of the fitted maximal effect. This is a subset (hit frequency here may not be typical).
SMILES,BLM inh,POLI inh,GLS inh,Pin1 inhibitor,JMJD2A Tudor inh,HP1b chromo inh,Tb PGK inh,BAZ2B inh,G9a block
Cc1ccccc1NCC(=O)N/N=C/c1c(C)c(C(=O)c2ccc(Cl)cc2)n2ccccc12,3%,2%,2%,14%,-10%,25%,-8%,-11%,-13%[12.7 µM]
COc1ccc(-c2cc3ccc(O)c(CN4CCOCC4)c3oc2=O)cc1OC,-1%,7%,19%,?,3%,70%[activator][57 µM],i,69%[activator],15%[59 µM]
CCCCOc1ccc(C(=O)N(CC)CC(=O)NCc2cccs2)cc1,-1%,-9%,3%,-4%,1%,20%,3%,-4%,.
Cc1ccc(C(=O)COC(=O)C2CC(=O)N(c3nc(-c4ccccc4)cs3)C2)cc1 (stereo not given),-2%,6%,1%,22%,25%,5%,i,-3%,7%
Cc1cn(C2CCCCC2)c(=O)[nH]c1=O,.,-4%,8%,3%,-10%,28%,-1%,.,.
O=C1NCCCC1C(=O)N1CCN(C(=O)c2ccco2)CC1 (stereo not given),-8%,22%,0%,-3%,-17%,21%,.,20%,-6%[59 µM]
O=C(NNC(=O)c1cccc2ccccc12)c1ccccc1O,-11%,?,1%,?,-9%,33%,-1%,-7%,-5%
CC(OC(=O)C1CC1C)C(=O)Nc1ncc(Cl)cc1Cl (stereo not given),.,39%[activator],0%,-4%,-4%,25%,10%,-3%,-5%
COc1cc(-c2noc(-c3ccco3)n2)cc(OC)c1OC,-2%,20%,0%,4%,4%,36%,2%,-4%,13%
Cc1c(-c2ccc(Br)cc2)nc2ccccn12,-11%,0%,13%,11%,-19%,-8%,-5%,-5%,45µM*
CCOC(=O)c1sc2nc(NC(=O)COc3ccccc3)sc2c1C,3%,38%,3%,-5%,-4%,31%,i,-3%,?
COc1cc(/C=C2/CCc3ccccc3C2=O)cc(OC)c1OC,-1%,2%,12%,-3%,-14%,4%,0%,3%,24%[59 µM]
COc1ccc(CNC(=O)C(=O)NCC(c2cccnc2)N2CCN(c3ccccc3)CC2)cc1 (stereo not given),2%,14%,12%,4%,2%,28%,-4%,-23%,1%[59 µM]
Cc1ccc(NS(=O)(=O)c2ccc(F)cc2)nc1,-1%,?,-4%,?,-2%,26%,-1%,-4%,.
COc1ccc(CCC(=O)NCc2ccc3c(c2)OCO3)cc1,-2%,?,-29%,-2%,-4%,18%,-1%,1%,-11%
CCN1CCN(C(=O)CN(CC)S(=O)(=O)c2ccc(Cl)cc2)CC1,-2%,24%,0%,-3%,-8%,29%,-6%,3%,-3%[59 µM]
CCC(=O)Nc1sc(Cc2ccccc2)c(C)c1C(N)=O,-4%,-6%,-29%,-9%,?,-20%,i,?,.
COC(=O)c1ccc(Cl)c(NC(=O)CN2CCC(C)CC2)c1,-3%,0%[58.9 µM],0%,-2%,-10%,21%,0%,?,33%
Cc1ccc(S(=O)(=O)N(C)CC(=O)O/N=C(\N)c2cccnc2)cc1,.,6%,1%,-3%,2%,20%,-7%,.,.
Cc1ccc(C(=O)NCC2CCCO2)cc1[N+](=O)[O-] (stereo not given),0%,18%,1%,-3%,6%,36%,-5%,1%,21%[59 µM]
CCc1cc(C(=O)Cc2cnn(-c3ccccc3)c2)c(O)cc1O,-12%,-8%,40%[activator],1%,-25%,-1%,-4%,7%,13%
Cc1ccc(CN2CCN(Cc3ccccc3-c3ccco3)CC2CCO)o1 (stereo not given),-4%,-17%,10%,-10%,?,-4%,-9%,-37%,-30%
COc1ccc(C(NC(=O)CNC(C)=O)C(=O)Nc2ccc3c(c2)OCCO3)cc1 (stereo not given),0%,1%,-1%,3%,-3%,24%,-3%,-2%,85%[activator][59 µM]
Cc1ccc(S(=O)(=O)N2CCCCC2C(=O)N2CCN(Cc3ccccc3)CC2)cc1 (stereo not given),-3%,-11%,1%,0%,-29%,32%,-5%,?,11µM*
O=S(=O)(CCSc1nc2ccccc2s1)c1nc2ccccc2s1,-10%,?,17%,3%,?,56%[activator],-1%,-1%,7.1µM*

# The list continues:
SMILES,BLM inh,POLI inh,GLS inh,Pin1 inhibitor,JMJD2A Tudor inh,HP1b chromo inh,Tb PGK inh,BAZ2B inh,G9a block
Cc1cccc2c1cnn2C(=O)Nc1ccccc1Br,-3%,26%,-1%,-1%,-8%,25%,8%,-1%,13%
Cn1nc(-c2ccc(Cl)cc2)c2cc(C(=O)NCc3ccco3)sc21,-2%,-1%,-4%,8%,-16%,35%,-3%,7%,?
Cc1ccc(S(=O)(=O)NCc2cccnc2)cc1,0%,142%[activator],-8%,-6%,-11%,51%[activator],-8%,1%,42%
O=C(NCCn1cc(SCc2ccc(C(F)(F)F)cc2)c2ccccc21)c1cccs1,-11%,14%,-5%,14%,-16%,89%[activator],i,17%,61%[activator][59 µM]
Cc1ccc(Sc2ccc(N3CCC(C(=O)Nc4cc(C)cc(C)c4)CC3)nn2)cc1,-6%,16%,-2%,?,-15%,9%,-2%,2%,4%[59 µM]
CCOC(=O)N1CCN(S(=O)(=O)c2ccc3c(c2)C(C)C(=O)N3)CC1 (stereo not given),.,44%[activator],0%,8%,-14%,39%[activator],-5%,12%,14%[12.7 µM]
CCC(Sc1ccccc1C(=O)O)C(=O)O (stereo not given),1%,19%,-4%,0%,-13%,30%[activator],-3%,-20%,-5%[59 µM]
Cc1cc(=O)oc2cc(OCC(=O)N3CCC(C(N)=O)CC3)ccc12,2%,8%,3%,0%,-12%,20%,4%,4%,.
CC1CCN(C(=O)CN2CCSc3ccccc32)CC1,-1%,4%,73%[activator],-13%,-8%,25%,-5%,-19%,7%[12.7 µM]
O=C(Nc1ccc2oc(-c3ccc4ccccc4c3)nc2c1)c1cc(Br)ccc1Cl,-7%,?,2%,0%,-22%,-14%,i,-35%,?
COC(=O)c1scc(C#N)c1N/N=C(\C#N)S(=O)(=O)c1ccc(Cl)cc1,1%,17%,11%,1%,?,-9%,-8%,-37%,45µM*
Cc1nc(P(=O)(c2ccccc2)c2ccccc2)c(N2CCOCC2)o1,-1%,-2%,4%,-4%,?,8%,-2%,-1%,-8%
Cc1noc(C)c1C(=O)NCc1ccccc1,-4%,14%,9%,-10%,-7%,18%,-6%,-4%,11%[59 µM]
COc1cc(-c2nc(Cc3ccccc3Cl)no2)cc(OC)c1OC,-9%,8%,0%,6%,36%,83%,6%,32%,134%[activator]
O=C1NN(c2ccc(F)c(Cl)c2)C(=O)/C1=C\c1cccc(OC(=O)c2cccs2)c1,-14%,?,-23%,.,79µM*,?,-7%,?,20µM*
Cc1onc(-c2ccccc2)c1C(=O)OCC(=O)Nc1ccc(C#N)cc1,.,14%,0%,-1%,17%,49%[activator],3%,-7%,-15%[59 µM]
CCc1ccc(NC(=O)c2[nH]c(C)c(C(C)=O)c2C)cc1,-6%,39%[activator],1%,-5%,-32%,-22%,-7%,?,1%
CCN1CCN(C(=O)C2c3cc(OC)c(OC)cc3C(=O)N3CCc4ccccc4C23)CC1 (stereo not given),-2%,15%,-14%,-1%,-1%,18%,-2%,7%,12%[0.501 µM]
O=C1CN(C(=O)COC(=O)CNC(=O)c2ccc(Br)o2)c2ccccc2N1,-7%,-14%,-4%,-1%,-4%,32%,-8%,-21%,9%
O=C(N/N=C/c1ccc([N+](=O)[O-])s1)c1ccccc1Br,-7%,15%,6%,3%,-18%,-11%,i,-38%,2%
CC(=O)O[C@@H]1[C@@H](OC(C)=O)[C@H](n2ccc3cc([N+](=O)[O-])ccc32)OC[C@@H]1OC(C)=O,.,-1%,1%,1%,16%[57.1 µM],9%,-2%,.,.
CN(Cc1ccc(F)cc1)C(=O)CNC(=O)c1ccc2c(c1)OCO2,.,-14%,4%,-6%,-8%,20%,i,-14%,-3%[0.501 µM]
COc1cccc(CN(C)C(c2ccccc2)c2ccccc2)c1OC,-7%,27%,-1%,-3%,56%[activator],87%[activator],i,29%,30%
CCOC(=O)N1CCN(Cc2nc(-c3cccc(Cl)c3)no2)CC1,-6%,7%,-18%,4%,5%,47%[activator],-9%,?,12%
CC(C)(C)c1cc(NC(=O)Nc2ccc(Cl)cc2Cl)no1,-5%,62%[activator],2%,2%,6%,35%[activator],i,-1%,13%

# A draw from above in order of molecular weight, highest first.
SMILES,BLM inh,POLI inh,GLS inh,Pin1 inhibitor,JMJD2A Tudor inh,HP1b chromo inh,Tb PGK inh,BAZ2B inh,G9a block
O=C1NN(c2ccc(F)c(Cl)c2)C(=O)/C1=C\c1cccc(OC(=O)c2cccs2)c1,-14%,?,-23%,.,79µM*,?,-7%,?,20µM*
O=C1CN(C(=O)COC(=O)CNC(=O)c2ccc(Br)o2)c2ccccc2N1,-7%,-14%,-4%,-1%,-4%,32%,-8%,-21%,9%
COc1cccc(CN(C)C(c2ccccc2)c2ccccc2)c1OC,-7%,27%,-1%,-3%,56%[activator],87%[activator],i,29%,30%

# More entries follow:
SMILES,BLM inh,POLI inh,GLS inh,Pin1 inhibitor,JMJD2A Tudor inh,HP1b chromo inh,Tb PGK inh,BAZ2B inh,G9a block
COc1ccc(C2C3=C(CC(C)(C)CC3=O)Nc3nc(C)nn32)cc1OC (stereo not given),-1%,4%,12%,-7%,-9%,20%,-6%,-1%,-5%
O=C1C[C@@H](c2ccc(O[C@@H]3O[C@H](CO)[C@@H](O)[C@H](O)[C@H]3O)cc2)Oc2cc(O)ccc21,2%,?,0%,-1%,-20%,31%,0%,43%[activator],-13%
CCCCOc1ccc(/C=N/NC(=S)Nc2cccc(C)c2C)cc1,-7%,7%,13%,?,-29%,31%,i,-4%,98%[activator][12.7 µM]
CCC(C)C(NC(=O)c1ccccc1NC(=O)c1ccco1)C(=O)NC1CCCCC1 (stereo not given),-14%,5%,0%,12%,-24%,13%,-2%,.,14%[59 µM]
O=C(C1CCN(S(=O)(=O)c2ccc(Cl)cc2)CC1)N1CCCC1,-2%,11%,3%,0%,-9%,7%,-2%,10%,-8%
CCOC(=O)c1c(C)[nH]c(C)c1S(=O)(=O)N1CCC(C(=O)Nc2cc(C)ccn2)CC1,-1%,-1%,-3%,?,1%,19%,-1%,-27%,-5%[59 µM]
